High-throughput results as filed in PubChem BioAssay.
TRPV1 ag: agonists of human vanilloid receptor 1 (TRPV1); activation, % at 8.33 µM; Q8NER1; TRPV1-expressing cells, Fluo-8 calcium influx, agonist mode; AID 540275; actives 0.19% (n = 320,000); in the data active means activation above about 80%; inconclusive means between about 30% and that limit; further: 0% is about no effect
Target sequence (Q8NER1 whole entry, looked up): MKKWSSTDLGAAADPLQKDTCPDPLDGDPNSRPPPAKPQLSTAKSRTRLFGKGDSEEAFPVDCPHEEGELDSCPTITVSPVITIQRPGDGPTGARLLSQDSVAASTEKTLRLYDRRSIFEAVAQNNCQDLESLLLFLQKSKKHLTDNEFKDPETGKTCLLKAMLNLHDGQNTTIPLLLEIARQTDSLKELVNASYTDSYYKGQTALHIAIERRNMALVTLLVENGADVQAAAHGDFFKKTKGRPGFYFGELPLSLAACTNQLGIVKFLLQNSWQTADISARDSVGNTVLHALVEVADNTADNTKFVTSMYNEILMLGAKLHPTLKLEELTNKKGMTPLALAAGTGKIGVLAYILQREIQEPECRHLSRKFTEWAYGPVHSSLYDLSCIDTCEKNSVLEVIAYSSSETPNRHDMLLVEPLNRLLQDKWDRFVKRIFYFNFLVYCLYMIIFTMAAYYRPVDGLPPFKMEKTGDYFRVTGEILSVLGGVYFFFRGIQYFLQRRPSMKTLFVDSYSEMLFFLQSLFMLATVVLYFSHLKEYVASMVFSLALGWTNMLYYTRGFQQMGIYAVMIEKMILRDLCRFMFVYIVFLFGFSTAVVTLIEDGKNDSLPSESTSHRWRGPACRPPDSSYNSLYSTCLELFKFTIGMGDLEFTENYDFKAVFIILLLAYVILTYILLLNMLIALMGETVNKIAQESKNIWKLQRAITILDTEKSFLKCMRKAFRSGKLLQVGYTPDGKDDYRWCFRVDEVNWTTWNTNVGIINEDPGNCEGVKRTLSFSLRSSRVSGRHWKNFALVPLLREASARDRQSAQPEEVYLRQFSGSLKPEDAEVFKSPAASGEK
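TRPV1-expressing cells were cultured overnight at 35.5C and loaded with Fluo-8 calcium dye for 40 to 90 min at room temperature. After a 10 s baseline, compound was added and calcium influx was read kinetically for 3 min (ex 480/em 520 nm).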
Giardia killer: Giardia lamblia killing | actives 0.15% (n = 340,000) | activity change, % at 7.66 µM, hits read low | AID 540267 | Giardia lamblia trophozoite viability; in the data active means activity change below about -80%; inconclusive means between about -30% and that limit;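 further: parasites exposed to compound for two days anaerobically before the ATP read; on the % scale 0 is the no-effect control and ±100 the full control effect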
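Luminescent ATP signal served as the viability read-out, measured 15-30 min after adding ATP detection reagent to trophozoites that had been incubated with compounds for 48 hrs at 37 deg C anaerobically at 100 cells/well.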
PKM2 activator: PKM2 (human) enzyme activation; P14618; purified PKM2, Kinase-Glo ATP luminescence, activation; response scale: 0% is enzyme alone, no compound; Potency, µM (highest dose often 57.5 µM), inactives show at the highest dose activation, hits mostly activators; actives 0.34% (n = 260,000); AID 1631; further: potency means the concentration at half of the fitted maximal effect; on the % scale 0 is the no-effect control and ±100 the full control effect; nearly all actives have a fitted effect of over 55% in size
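Purified hPK-M2 (>95% pure) converted ADP (0.1 mM final) to ATP with 0.5 mM PEP in 50 mM imidazole pH7.2, KCl, MgCl2, Tween 20, BSA; 1 h at room temperature. ATP detected by Kinase-Glo luminescence.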
KCNH2 3.1 inh: blocks the human KCNH2 3.1 channel isoform; actives 0.95% (n = 340,000); U2OS KCNH2 3.1, thallium flux FluxOr; active compounds read low; activity change, % (tested at about 1.8 µM);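 active means maximum activity change below -70%; inconclusive means maximum activity change from -70% to -50%; inactive means maximum activity change above -50%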;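 further: thallium influx rate constant from kinetic fluorescence after stimulation buffer; on the % scale 0 is the no-effect control and ±100 the full control effect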
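We transduce U2OS cells with the mutant 3.1 virus, culture them overnight, load FluxOr with Red40 quencher for 45 min, then add stimulation buffer and read kinetically for 2 min to derive a normalized rate constant.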
GALK inh: blocks human galactokinase activity; actives 0.007% (n = 270,000); AID 1868; Potency, µM (doses to about 57.5 µM), for the others: top-dose activity change, negative = inhibition, usual class: inhibitors; P51570; Purified GALK, Kinase-Glo residual ATP luminescence; further: potency means the concentration at half of the fitted maximal effect; on the % scale 0 is the no-effect control and ±100 the full control effect
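Kinase-Glo Plus luminescence measured ATP left after a 1 h room-temperature reaction. The reaction used 5 nM GALK, 100 uM galactose and 35 uM ATP at pH 8.0 (20 mM HEPES, 5 mM MgCl2, 60 mM NaCl, 1 mM DTT, 0.01% BSA).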
CXXC DNA block: blocks binding of human MLL CXXC domain to DNA | MLL-CXXC / FITC-HOXA9 DNA fluorescence polarization | actives 0.037% (n = 290,000) | Potency, µM (series often up to 115 µM), without a hit: at the top dose activity change, negative = inhibition, usual class: inhibitors | AID 2662; active means well fitted inhibition curve with a large enough effect in the polarisation, with a control signal flat, not every such curve was filed as active; inconclusive means small, poorly fitted or top-dose-only effect, or effect the other way, or a change in a side signal; inactive means no such curve, though single readings can be large or run the other way; the % refers to the polarisation; further: potency means the concentration at half of the fitted maximal effect
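Fluorescence polarization: 7 uM MLL-CXXC (stock) preincubated 5 min with compounds, then 50 nM fluorescein-HOX-A9 DNA (stock) added; 30 min ambient. Buffer 50 mM Tris-HCl pH 7.5, 50 mM NaCl, 1 mM DTT, 0.05% BSA.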
B2AR arrestin: agonists driving beta-arrestin recruitment to human beta2-adrenergic receptor; P07550; beta-arrestin recruitment to beta2AR, cell-based reporter; Potency, µM (top dose mostly 46.1 µM), without a hit: at the highest dose activation, hits mostly activators; actives 0.02% (n = 330,000); AID 492947;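 further: potency means the concentration at half of the fitted maximal effect; 0% = DMSO controls and full agonism = EC100 isoproterenol or metaproterenol; nearly all actives have a fitted effect of over 65% in size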
Menin-MLL TR inh: inhibitors of human menin-MLL interaction, mutant MLL peptide. Menin + Texas Red MLL mutant peptide, fluorescence polarization. actives 0.23% (n = 270,000). Potency, µM (highest dose often 61.6 µM), without a hit: at the highest dose FP activity change, negative = inhibition, most hits filed as inhibitors. AID 1768; active means well fitted inhibition curve with a large enough effect in the polarisation, with a control signal flat, not every such curve was filed as active; inconclusive means small, poorly fitted or top-dose-only effect, or effect the other way, or a change in a side signal; inactive means no such curve, though single readings can be large or run the other way; the % refers to the polarisation; further: potency means the concentration at half of the fitted maximal effect; % of control where 0% means no effect; many of its hits are not listed in these tables
hERG WT inh: KCNH2 (human, wildtype) channel inhibition | Q12809 | U2OS, BacMam KCNH2, thallium flux FluxOr; active compounds read low | activity change, % at 1.84 µM | actives 0.37% (n = 340,000);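 active means maximum activity change below -70%; inconclusive means maximum activity change between -70% and -50%; inactive means maximum activity change above -50%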; further: on the % scale 0 is the no-effect control and ±100 the full control effect
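U2OS cells were transduced with wild-type KCNH2 virus (2.03 x 10^8 / mL) for 4 h at room temperature, then cultured overnight at 37 C. Thallium flux was read with FluxOr dye. Rate constants were normalized to DMSO controls.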
FBPA coupling cs: counter-screen for Giardia aldolase inhibitors: coupling enzyme system; coupling enzyme system counterscreen, AmpLite Red fluorescence; activity change, negative = inhibition, % at 58.2 µM, hits read low; actives 0.67% (n = 290,000); AID 2472; in the data active means activity change below about -30%; further: on the % scale 0 is the no-effect control and ±100 the full control effect
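Fluorescence at 525 nm excitation and 598 nm emission measured inhibition of the coupled detection system without aldolase. Compounds (at 57.5 uM final) were preincubated 10 min at room temperature with coupling enzyme reagent before a 20 min substrate/AmpLite Red step.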
USP2a block: USP2a (human) protease inhibition; Potency, µM (doses to about 38.3 µM), for inactives: at the top dose activity change, negative = inhibition, hits mostly inhibitors; AID 463254; actives 0.01% (n = 330,000); USP2 core, Ub-CHOP2 coupled fluorogenic reporter, 485/531; O75604;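 further: potency means the concentration at half of the fitted maximal effect; plate controls were DMSO wells for no effect and full inhibition by NEM control for full effect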
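Cell-free coupled assay: 10nM USP2 core preincubated 30min RT with compound in Tris-HCl pH 8.0/CaCl2/CHAPS buffer, then 25nM Ub-CHOP2 and 25nM reporter substrate; fluorescence (Ex 485/Em 531) read after 60min RT, normalized to NEM inhibition, concentration-response curves fitted.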
Numbers without * were called inactive; u = inconclusive; x = not tested or not shown; [ ] = remark or other dose. Unless noted, the call rests on the fitted dose curve; in most records, active means well fitted curve in the direction sought with a large enough effect; inconclusive means small, poorly fitted or top-dose-only effect, or another doubt; inactive means no such curve, though single readings can be large; an effect the other way counts as inactive or inconclusive.

entry	compound	TRPV1 ag	Giardia killer	PKM2 activator	KCNH2 3.1 inh	GALK inh	CXXC DNA block	B2AR arrestin	Menin-MLL TR inh	hERG WT inh	FBPA coupling cs	USP2a block
1	O=C1CCCN1S(=O)(=O)c1ccccc1	0	9	3%	-6	0%	-7%	-1.0%	5%	2	3	0%
2	CCCCCCn1cc(C(=O)O)c(=O)c2cc(F)c(N3CCCCC3)cc21	u	-7	-4%	-11	4%	-28%	-0.8%	-23%	-2	0	1%
3	Cc1ccc(O)c(CC(C)C)n1	1	3	-1%	22	-1%	-24%	-0.2%	6%	16	1	u
4	CC1CCC(NC(=O)C(NC(=O)c2ccccc2)C(C)C)CC1 (stereo not given)	-3	-1	6%	15	0%	-8%	0.3%	u	4	4	2%
5	O=C(NC1CCCC1)C(c1ccccn1)N(C(=O)c1csnn1)C1CCCCC1 (stereo not given)	15	-19	-3%	4	0%	-5%	-0.2%	0%	-4	2	0%
6	CCn1c(SCC(=O)Nc2nccs2)nnc1-c1ccccc1	1	28	0%	-10	1%	4%	-0.6%	0%	11	-2	0%
7	CCOC(=O)CC(=O)CSc1nc2ccc(OC)cc2cc1C	17	37[activator]	12%	13	-1%	7%	-0.2%	u	-3	-5	-1%
8	CC(C)OC(=O)c1ccc(NC(=O)C2C3CC4OC(=O)C2C4C3)cc1 (stereo not given)	2	-15	-3%	0	-2%	-2%	-0.1%	9%	-4	3	-1%
9	CC1(C)OC(=O)C=C[C@]2(C)[C@H]3CC[C@@]4(C)[C@H](c5ccoc5)OC(=O)[C@H]5O[C@]54[C@]3(C)C(=O)C[C@@H]12	1	9	x	1	x	x	0.2%	x	-20	x	0%
10	CCOC(=O)C1CCCN(c2c(N3CCN(c4cccc(Cl)c4)CC3)c(=O)c2=O)C1 (stereo not given)	1	u	-8%	-6	1%	-1%	-0.1%	-1%	13	2	-5%
11	O=C(O)c1cc(N/N=C/c2ccc(-c3ccccc3)cc2)ccc1Cl	11	12	x	21	2%	-17%	-0.6%	u	4	0	-10%
12	CCc1ccc(CNc2ccc3c(c2)ncn3C)cc1	-7	22	-5%	2	3%	-12%	0.0%	-2%	-4	1	-13%
13	COc1ccc(NS(=O)(=O)c2cccc(N3CC(O)=C(c4ccccc4)C3=N)c2)cc1	3	17	-12%	-7	3%	9%	-0.2%	-4%	-5	-8	-2%
14	CCN(CC)CCCn1c2c(c(SCC(=O)Nc3cccc(C(C)=O)c3)nc1=O)CCC2	-2	-6	x	-4	x	x	-2.1%	x	0	x	3%
15	CSc1ccc(CNC(=O)C(C)n2nc(C)c3c(C)n(-c4ccccc4)nc3c2=O)cc1 (stereo not given)	1	3	x	30	1%	3%	0.4%	x	9	x	2%
16	COc1ccc(OCCSc2ccc(S(=O)(=O)N3CCCC3)cn2)cc1	1	17	x	-4	x	x	-0.8%	x	17	x	-2%
17	O=C(O)c1ccc2c(c1)C(=O)N(c1ccc(/C=C/C(=O)c3ccccc3)cc1)C2=O	3	-12	-1%	5	-1%	-29%	-0.8%	u	11	9	1%
18	O=C(Nc1ccnn1C1CCN(Cc2cccc(O)c2)CC1)C1CCCC1	0	2	0%	x	3%	-9%	2.4%	5%	37	7	0%
19	CC(=O)/C(C#N)=C1\NC(=O)C(Cc2ccccc2Cl)S1 (stereo not given)	3	-6	10%	4	0%	5%	-0.3%	20%	1	1	-1%
20	COc1ccc([N+](=O)[O-])cc1N1C(=O)c2cccc3cccc(c23)C1=O	2	7	4%	17	1%	11%	0.0%	7%	-8	7	1%
21	Cc1cccc(NC(=O)CCS(=O)(=O)c2cccc3nsnc23)c1C	-2	1	-1%	1	x	-4%	-0.8%	24%	-7	-1	-2%
22	COc1ccc(C2N(C(=O)c3ccccc3)CCN2C(=O)c2ccccc2)cc1	1	-6	2%	9	1%	1%	0.2%	-28%	-6	1	1%
23	CC(C)(C)[C@H]1C=C(C(=O)N2CCN(Cc3ccccc3)CC2)O[C@@H](OCCCCO)C1	24	-5	0%	17	1%	-24%	-0.6%	u	-14	-2	1%
24	O=[N+]([O-])c1cccc(/C([O-])=C(/C(=S)Nc2ccccc2)[n+]2ccccc2)c1	-2	5	-15%	-17	-2%	-8%	-0.7%	6%	-5	-14	-3%
25	O/N=C/c1ccc(OCC(O)COc2ccc(/C=N/O)cc2)cc1	-1	0	-3%	0	0%	7%	-0.1%	-5%	-4	-1	-1%
26	CC(C)CC(c1nnnn1C1CCCC1)N1CCC(C(N)=O)CC1 (stereo not given)	2	6	-4%	1	2%	4%	0.2%	12%	-3	2	-3%
27	O=C(NCCCN1CCOCC1)c1cc(-c2cccc(O)c2)on1	0	-15	8%	-16	-1%	-3%	0.5%	13%	8	1	4%
28	COC(=O)c1ccc2c(=O)n(CCCCCC(=O)N3CCN(c4ccc(F)cc4)CC3)c(=O)[nH]c2c1	-4	9	-1%	0	4%	-2%	0.1%	-14%	-14	-1	0%
29	CC(C)Cc1nnc(NC(=O)CCc2c[nH]c3ccccc23)s1	-2	7	7%	20	-3%	4%	-0.2%	u	-2	0	-1%
30	O=C(Nc1cccc(C(F)(F)F)c1)C1CCCN1S(=O)(=O)c1cccc2cccnc12 (stereo not given)	x	3	1%	4	-3%	9%	0.4%	x	-4	-2	0%
31	CCOc1cc(/C=N/N2C(=O)NC3(CCCCC3)C2=O)cc(Br)c1O	1	-6	5%	-4	-3%	-1%	-0.1%	16%	2	3	0%
32	COc1ccc(Cl)cc1NC(=O)CCN1CCN(c2ccccc2C)CC1	-2	11	5%	-34	1%	u	0.2%	-8%	33	0	4%
33	CC(=O)Nc1ccccc1NC(=O)CN(C)S(=O)(=O)c1ccc(C)cc1	2	-13	0%	-9	0%	-3%	0.3%	-12%	-6	2	-1%
34	CC(C)C(C(=O)OCC(=O)c1cccc([N+](=O)[O-])c1)N1C(=O)[C@@H]2[C@H]3CC[C@H](C3)[C@@H]2C1=O (stereo not given in full)	0	14	-5%	15	0%	2%	0.4%	-3%	5	4	-1%
35	Cc1ccc(-c2nnn(C/C(N)=N/O)n2)cc1	-4	0	14%	-2	-3%	-6%	0.1%	u	-9	-3	1%
36	CC(=O)Nc1ccc(S(=O)(=O)N2CCN(C(=O)c3ncoc3-c3ccccc3)CC2)cc1	1	0	0%	-13	-2%	3%	-0.9%	19%	-2	4	1%
37	Fc1ccc(Nc2nc(-c3ccncc3)cs2)cc1	0	8	1%	1	8%	5%	0.2%	14%	-8	3	0%
38	CCCC(=O)N(c1ccccc1)C1C=CS(=O)(=O)C1 (stereo not given)	3	29	1%	-16	-1%	-4%	0.2%	-14%	7	2	12%
39	COc1cc(C(=O)NNC(=O)c2cc(C)[nH]n2)cc(OC)c1OC	-4	-10	1%	8	4%	-3%	-0.1%	-13%	5	0	0%
40	c1ccc2sc(NN=C3CCCC3)nc2c1	1	-7	-30%	3	1%	1%	0.2%	9%	-6	0	1%
41	OCC1=C[C@@H](O)[C@@H]2C=CO[C@@H](O[C@@H]3O[C@H](CO)[C@@H](O)[C@H](O)[C@H]3O)[C@H]12	x	-8	x	-1	x	x	-0.1%	x	3	x	-2%
42	Cc1c(NC(=O)COC(=O)c2ccc(F)c(S(=O)(=O)N3CCOCC3)c2)c(=O)n(-c2ccccc2)n1C	9	1	3%	-8	9%	-4%	-0.1%	-1%	1	-4	-6%
43	Cc1cc(C(=O)CCl)c(C)n1-c1cccc([N+](=O)[O-])c1	0	-3	2%	-14	5%	-14%	0.0%	-22%	-8	3	-1%
44	CCOC(=O)c1cccc(NC(=O)C2(S(=O)(=O)c3ccc(C)cc3)CC2)c1	0	0	4%	3	2%	2%	-0.3%	-18%	-4	-2	-3%
45	COc1ccc(CC(=O)OCC(=O)c2ccc(S(=O)(=O)N3CCCCC3)cc2)cc1	3	-8	x	-2	x	x	0.0%	x	-1	x	1%
46	O=C(c1ccc(Br)c([N+](=O)[O-])c1)N1CCN(Cc2ccccc2)CC1	10	25	-4%	2	-4%	-12%	-0.4%	-9%	2	-2	-1%
47	CCCNC(=O)C(NS(=O)(=O)c1cccc2nsnc12)c1ccccc1 (stereo not given)	1	5	0%	-15	-1%	-2%	0.1%	41%[activator]	-3	0	0%
48	Cc1ccc(-c2nc(CN3CCCCC3CCN3CCCC3=O)c(C)o2)o1 (stereo not given)	2	5	2%	-7	10%	21%	-0.1%	2%	6	1	3%

Some of the compounds tested (hit frequency here may not be typical).
